proCasp3 act = activates human procaspase-3; AID 463141; actives 0.11% (n = 330,000); recombinant procaspase-3 D3A, Ac-DEVD-pNA absorbance 405 nm; P42574; activation, % at 8.5 µM;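 active = activation above the mean of all tested compounds plus 3 SD, cut at about 21% in these data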;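 also: 0% = DMSO alone and 100% = DMSO wells spiked with extra 5 µM PC-3 D3A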
Target sequence (P42574 whole entry D9A/D28A/D175A): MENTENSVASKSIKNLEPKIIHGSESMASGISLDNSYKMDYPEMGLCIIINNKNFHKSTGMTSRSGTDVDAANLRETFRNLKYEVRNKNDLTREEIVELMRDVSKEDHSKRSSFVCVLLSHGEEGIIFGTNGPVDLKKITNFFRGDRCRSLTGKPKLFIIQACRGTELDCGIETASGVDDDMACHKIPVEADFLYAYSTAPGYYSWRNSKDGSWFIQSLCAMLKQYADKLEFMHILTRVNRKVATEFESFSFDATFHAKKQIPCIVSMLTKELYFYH
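Assay system – Procaspase-3 D3A mutant, all three cleavage aspartates alanine · Controls – DMSO-only low control, 5 µM PC-3 D3A high control · Schedule – 1 h compound preincubation, 2 h substrate hydrolysis at 25 °C · Signal – 405 nm absorbance of p-nitroaniline, reads at 0 and 120 min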
procasp7 counter = activates human procaspase-7, counter-screen for procaspase-3 activators. P55210. recombinant procaspase-7, Ac-DEVD-pNA absorbance 405 nm; D23A/D198A/D206A triple mutant, cannot self-cleave; scale: DMSO 0, 5 µM enzyme 100. activation, % at 8.5 µM. actives 0.093% (n = 330,000);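 active = percent activation above the screen-wide mean plus 3 SD, cut at about 25% in these data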
Target sequence (P55210 whole entry D23A/D198A/D206A): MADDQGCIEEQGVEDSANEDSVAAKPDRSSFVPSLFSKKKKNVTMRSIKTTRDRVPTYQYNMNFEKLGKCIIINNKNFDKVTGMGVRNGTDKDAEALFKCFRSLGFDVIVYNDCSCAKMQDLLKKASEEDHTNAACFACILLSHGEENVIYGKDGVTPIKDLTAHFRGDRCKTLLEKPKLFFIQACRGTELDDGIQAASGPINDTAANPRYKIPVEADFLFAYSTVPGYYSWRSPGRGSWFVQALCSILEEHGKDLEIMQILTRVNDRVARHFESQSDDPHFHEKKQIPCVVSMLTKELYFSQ
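System: Uncleavable procaspase-7 mutant enzyme; Amount: 2 µM procaspase-7 mutant as dispensed; Schedule: 1 h compound preincubation, 2 h substrate cleavage, 25 °C; Measured by: 405 nm absorbance of p-nitroaniline; Evaluation: percent activation from buffer-corrected 0–120 min absorbance change; Control set: low DMSO alone, high DMSO plus 5 µM PC-7.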
TPT1 inh = blocks Candida albicans tRNA 2'-phosphotransferase. recombinant caTPT1, FP RNA substrate dephosphorylation. inhibition, % at 5 µM. actives 0.81% (n = 300,000). AID 1962;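 active = inhibition above the mean of all tested compounds plus 3 SD, set per screening campaign, cut at about 24% in these data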;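 also: plate controls were DMSO alone for no effect and ferristatin control at 100 nM for full effect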
PP5 inh = PP5 (human) phosphatase inhibition | P53041 | purified PP5c, OMFP substrate fluorescence | inhibition, % at 6.7 µM | actives 0.18% (n = 320,000) | AID 1987;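 active = inhibition above the campaign's mean inhibition across all tested compounds plus 3 SD, cut at about 9.5% in these data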;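 also: 0% = DMSO only and 100% = 100 µM cantharidin control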
HCV core dimer = blocks dimerization of HCV core protein. TR-FRET GST/Flag-core106 dimerization, 1536-well. inhibition, % at 5 µM. actives 0.33% (n = 300,000). AID 1899;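 active = inhibition above the mean of all tested compounds plus 3 SD, set per screening campaign, cut at about 45% in these data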
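Assay system: Tagged HCV core106 pair (GST and Flag) | Buffer or medium: KF-containing HEPES buffer, pH 7.45, DTT, CHAPS, BSA | Also added: Eu donor and XL665 acceptor anti-tag antibodies | Dosing: One concentration, 5 µM, in 0.5% DMSO | Timing: 4 h at 22.5 °C | Technique: TR-FRET 671 and 617 nm emission | Repeats: Singlicate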
JMJD2C inh = blocks human GASC-1 demethylase activity; Q9H3R0; GST-JMJD2C(1-420) H3K9me3 demethylation, DELFIA europium; inhibition, % at 2.35 µM; actives 0.069% (n = 330,000);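 active = more than half of a compound's replicate wells show inhibition beyond 50%, single wells judged on their own value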;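 also: signal counts dimethyl H3K9 product captured on neutravidin plate; 0% = median of DMSO wells and 100% = 0.3 times that DMSO median; strong numbers were not always called active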
Efflux pump inh = inhibitors of Candida antifungal efflux pumps expressed in yeast | S. cerevisiae Candida pump triplex, Nile Red efflux | inhibition, % at 10 µM | actives 0.44% (n = 330,000);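 active = plate passing quality check with inhibition over a set limit, or well fluorescence over plate mean plus 4 SD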;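 also: Nile Red retained in pooled yeast measured as flow cytometry median fluorescence; 0% = buffer negative control and 100% = Enniatin B positive control; higher means more Nile Red kept so more efflux inhibition; some compounds called inactive have numbers as strong as hits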
PP1 counter = PP1-alpha (human) inhibition in PP5 counter-screen; AID 2235; purified PP1alpha, OMFP fluorescence; inhibition, % at 6.7 µM; P62136; actives 0.9% (n = 320,000);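 active = inhibition above the mean inhibition of all tested compounds plus 3 SD, computed separately for each screening campaign, cut at about 15% in these data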
Target sequence (P62136 whole entry, looked up): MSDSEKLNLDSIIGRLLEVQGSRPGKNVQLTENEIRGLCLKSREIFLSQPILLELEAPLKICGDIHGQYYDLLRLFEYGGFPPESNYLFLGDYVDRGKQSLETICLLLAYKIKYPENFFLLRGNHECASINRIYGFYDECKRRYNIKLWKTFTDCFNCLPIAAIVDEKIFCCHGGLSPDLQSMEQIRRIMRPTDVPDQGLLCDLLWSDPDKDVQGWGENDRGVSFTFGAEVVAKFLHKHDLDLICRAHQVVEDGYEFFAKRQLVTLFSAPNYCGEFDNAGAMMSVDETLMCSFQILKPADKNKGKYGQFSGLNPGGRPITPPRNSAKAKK
Fh CTSL1 inh = blocks F. hepatica cathepsin L1 in PFM18AAP counter-screen | AID 1906 | inhibition, % at 5.96 µM | actives 0.49% (n = 300,000) | recombinant F. hepatica cathepsin L1, Z-Leu-Arg-MCA fluorescence;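 active = inhibition above the mean of all tested compounds plus 3 SD, set per screening campaign, cut at about 17% in these data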;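 also: 0% = plate median of test compound wells and 100% = 1 µM Z-Phe-Ala-diazomethylketone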
Starred values were filed as active, the others as inactive; & = joins results of further samples.

Screening COc1ccc(C(=O)C[n+]2cccc(Br)c2)cc1 returned proCasp3 act 3, procasp7 counter -6, TPT1 inh 2, PP5 inh -0.6, HCV core dimer -4, JMJD2C inh 1, Efflux pump inh 0.2, PP1 counter 2 and Fh CTSL1 inh 7.
Screening Cn1c2ccccc2c2cc(/C=N/NC(=O)c3ccc(N)cc3)ccc21 returned proCasp3 act 1, procasp7 counter 13, TPT1 inh -5, PP5 inh 4.0, HCV core dimer -1, JMJD2C inh -3, Efflux pump inh -0.2, PP1 counter -1 and Fh CTSL1 inh 5.
Screening CCCc1cc(C(=O)N2CCCC(Cc3ccccc3C)(C(=O)OCC)C2)no1 (stereo unspecified) returned proCasp3 act -2, procasp7 counter 8, TPT1 inh 0, PP5 inh 1.8, HCV core dimer 7, JMJD2C inh 2, Efflux pump inh -0.1, PP1 counter 3 and Fh CTSL1 inh 1.
Screening O=C1CC(N2CCN(S(=O)(=O)c3ccccc3F)CC2)C(=O)N1c1ccccc1Cl (stereo unspecified) returned proCasp3 act -6, procasp7 counter 2, PP5 inh 4.2, JMJD2C inh -11, Efflux pump inh 0.4 and PP1 counter 0.
`CCCNC(=O)Cc1c(C)n(C(=O)c2ccc(Cl)cc2)c2ccc(OC)cc12` gave proCasp3 act 0, procasp7 counter 3, TPT1 inh 1, PP5 inh 2.2, HCV core dimer -6, JMJD2C inh 17, Efflux pump inh 0.8, PP1 counter -1 and Fh CTSL1 inh 3.
For Cc1cccc(NC(=S)NCCc2ccccc2)c1C the results were proCasp3 act 3, procasp7 counter -5, TPT1 inh -3, PP5 inh 1.8, HCV core dimer 12, JMJD2C inh -30, Efflux pump inh 0.1, PP1 counter -6 and Fh CTSL1 inh -3.
Screening CC1(C)Cc2c(c(N3CCOCC3)nc3sc(-c4ccc(C(=O)O)o4)c(N)c23)CO1 returned proCasp3 act -23, procasp7 counter -8, TPT1 inh 33*, PP5 inh 0.5, HCV core dimer -16, JMJD2C inh 11, Efflux pump inh 0.3, PP1 counter 4 and Fh CTSL1 inh 4.
`CCCc1nc2oc3c(NCC(C)O)ncnc3c2c2c1CCCC2` (stereo unspecified) gave proCasp3 act 3, procasp7 counter 4, TPT1 inh -6, PP5 inh 1.7, HCV core dimer 4, JMJD2C inh -38, Efflux pump inh 0.0, PP1 counter -1 and Fh CTSL1 inh 3.
COCC(C)n1c(SCC(=O)c2cc(C)n(C)c2C)nc2ccccc2c1=O (stereo unspecified) was read as proCasp3 act -2, procasp7 counter -14, TPT1 inh 2, PP5 inh -0.6, HCV core dimer 1, JMJD2C inh 1, Efflux pump inh -0.1, PP1 counter 0 and Fh CTSL1 inh 3.
`CC1(c2cccs2)CC(c2cccs2)=C(C#N)C(=O)N1` (stereo unspecified) gave proCasp3 act -2, procasp7 counter -3, TPT1 inh -3, PP5 inh -1.2, HCV core dimer 6, JMJD2C inh 4, Efflux pump inh -0.1, PP1 counter 2 and Fh CTSL1 inh 12.
`CC(C)Cc1nnc(NC(=O)CCC(=O)N2CCC(C)CC2)s1` gave proCasp3 act 5, procasp7 counter 0, TPT1 inh 2, PP5 inh 3.9, HCV core dimer 8, JMJD2C inh 15, Efflux pump inh -0.2, PP1 counter 9 and Fh CTSL1 inh 3.
`N#Cc1ccccc1S(=O)(=O)N1CCC(C(=O)NCc2ccccc2CN2CCCC2)CC1` gave proCasp3 act 3, procasp7 counter -1, PP5 inh -3.3, JMJD2C inh -8, Efflux pump inh 0.2 and PP1 counter -2.
Screening O=C(NCCCN1CCN(CCCNC(=O)c2ccccc2F)CC1)c1ccccc1F returned proCasp3 act 5, procasp7 counter 12, TPT1 inh -5, PP5 inh 0.8, HCV core dimer -6, JMJD2C inh 1&3, Efflux pump inh -0.1, PP1 counter -1 and Fh CTSL1 inh 5.
For Cc1cc(C)cc(Oc2ccccc2/C=C\C(=O)O)c1 the results were proCasp3 act -1, procasp7 counter 1, TPT1 inh -7, PP5 inh 1.6, HCV core dimer 9, JMJD2C inh -41, Efflux pump inh -0.1, PP1 counter 1 and Fh CTSL1 inh -3.
For Cc1onc(-c2c(Cl)cccc2Cl)c1C(=O)N1CCN(Cc2ccccc2)CC1 the results were proCasp3 act 0, procasp7 counter 0, TPT1 inh -1, PP5 inh 2.2, HCV core dimer -12, JMJD2C inh 4, Efflux pump inh 0.0, PP1 counter -4 and Fh CTSL1 inh 3.
For O=C1c2ccccc2-c2nnc(-c3ccc(F)cc3)cc21 the results were proCasp3 act 3, procasp7 counter 6, TPT1 inh 1, PP5 inh 2.3, HCV core dimer -6, JMJD2C inh -5, Efflux pump inh -0.2, PP1 counter -4 and Fh CTSL1 inh 5.
For Cc1cccc(C2c3[nH]c4ccccc4c3CCN2Cc2ccc(C)s2)n1 (stereo unspecified) the results were proCasp3 act 6, procasp7 counter 4, TPT1 inh -8, PP5 inh 0.6, HCV core dimer 0, JMJD2C inh -12, Efflux pump inh 0.2, PP1 counter -2 and Fh CTSL1 inh -1.
For CCCNc1nc(C)nc2c1cnn2CCc1ccccc1 the results were proCasp3 act -4, procasp7 counter -2, TPT1 inh -2, PP5 inh 1.8, HCV core dimer 0, JMJD2C inh -3, Efflux pump inh -0.1, PP1 counter -5 and Fh CTSL1 inh -2.
`Cc1ccc(S(=O)(=O)N2CCCCC2)cc1NC(=O)COc1ccccc1F` gave proCasp3 act 4, procasp7 counter 4, TPT1 inh 0, PP5 inh -1.6, HCV core dimer 3, JMJD2C inh 4, Efflux pump inh 0.3, PP1 counter 6 and Fh CTSL1 inh 1.
O=C(Nc1ccc(N2CCN(C(=O)c3ccco3)CC2)cc1)c1cccc(F)c1 was read as proCasp3 act 7, procasp7 counter 5, TPT1 inh -3, PP5 inh 0.2, HCV core dimer 3, JMJD2C inh 59, Efflux pump inh 0.0, PP1 counter -5 and Fh CTSL1 inh -1.

Two successive records already listed:
`CCCNC(=O)Cc1c(C)n(C(=O)c2ccc(Cl)cc2)c2ccc(OC)cc12` gave proCasp3 act 0, procasp7 counter 3, TPT1 inh 1, PP5 inh 2.2, HCV core dimer -6, JMJD2C inh 17, Efflux pump inh 0.8, PP1 counter -1 and Fh CTSL1 inh 3.
For Cc1cccc(NC(=S)NCCc2ccccc2)c1C the results were proCasp3 act 3, procasp7 counter -5, TPT1 inh -3, PP5 inh 1.8, HCV core dimer 12, JMJD2C inh -30, Efflux pump inh 0.1, PP1 counter -6 and Fh CTSL1 inh -3.

Carrying on.
Screening CCN(CC)C(=O)c1ccc(Oc2ccc([N+](=O)[O-])cc2Cl)cc1 returned proCasp3 act 1, procasp7 counter 0, TPT1 inh 44*, PP5 inh 0.8, HCV core dimer 2, JMJD2C inh -2, Efflux pump inh -0.1, PP1 counter -1 and Fh CTSL1 inh -2.
Cc1cc(-c2nnc(SCC(=O)Nc3ccccc3Cl)n2C)no1 was read as proCasp3 act -6, procasp7 counter -4, TPT1 inh -3, PP5 inh 0.7, HCV core dimer 6, JMJD2C inh -11, Efflux pump inh 0.0, PP1 counter -11 and Fh CTSL1 inh 5.
`CCOC(=O)N1CCN(c2c(N3CCN(c4ccc(OC)cc4)CC3)c(=O)c2=O)CC1` gave proCasp3 act 4, procasp7 counter 8, TPT1 inh -2, PP5 inh 2.3, HCV core dimer -2, JMJD2C inh -1, Efflux pump inh 0.1, PP1 counter 2 and Fh CTSL1 inh 4.
For COc1cc(NC(=S)NCCc2c[nH]c3ccccc23)c(OC)cc1Cl the results were proCasp3 act 1, procasp7 counter 2, TPT1 inh 2, PP5 inh 3.3, HCV core dimer -5, JMJD2C inh 13, Efflux pump inh -0.2, PP1 counter 3 and Fh CTSL1 inh 1.
Cc1cc(C(=O)N2CCCC(N3CCN(c4ccc(F)cc4)CC3)C2)c(C)o1 (stereo unspecified) was read as proCasp3 act -1, procasp7 counter 0, TPT1 inh 1, PP5 inh -1.0, HCV core dimer -8, JMJD2C inh -3, Efflux pump inh 0.1, PP1 counter -4 and Fh CTSL1 inh 0.
CCc1cc(=O)oc2cc(OC(=O)CN3C(=O)NC4(CCCC4)C3=O)ccc12 was read as proCasp3 act 19, procasp7 counter 22, TPT1 inh 4, PP5 inh 2.5, HCV core dimer -2, JMJD2C inh 1, Efflux pump inh -0.1, PP1 counter 1 and Fh CTSL1 inh -9.
For CCOC(=O)c1nc2sc3c(c2c(=O)[nH]1)CCCC3 the results were proCasp3 act 5, procasp7 counter 17, TPT1 inh -1, PP5 inh 0.2, HCV core dimer 5, JMJD2C inh -5&4, Efflux pump inh -0.1, PP1 counter -1 and Fh CTSL1 inh 6.
Screening Cc1c(Cc2ccccc2)c(=O)oc2cc(OCC(=O)N3CCC(C(N)=O)CC3)ccc12 returned proCasp3 act 8, procasp7 counter 9, TPT1 inh -4, PP5 inh 0.4, HCV core dimer -1, JMJD2C inh 0, Efflux pump inh -0.1, PP1 counter 3 and Fh CTSL1 inh -1.
Screening Oc1ccc(N=Nc2ccccc2-c2nn[nH]n2)c(O)c1 returned proCasp3 act -16, procasp7 counter -8, TPT1 inh -2, PP5 inh 1.5, HCV core dimer -16, JMJD2C inh -13, Efflux pump inh 0.0, PP1 counter -1 and Fh CTSL1 inh 3.
`COc1ccccc1CNC(=O)c1sccc1C` gave proCasp3 act -3, procasp7 counter 7, TPT1 inh 0, PP5 inh 2.0, HCV core dimer 1, JMJD2C inh 0, Efflux pump inh 0.1, PP1 counter 12 and Fh CTSL1 inh 0.
`COc1ccc(C(=O)NCc2c(C)oc(C)c2C(=O)O)cc1` gave proCasp3 act -8, procasp7 counter 10, TPT1 inh -2, PP5 inh -2.9, HCV core dimer 5, JMJD2C inh 15, Efflux pump inh -0.1, PP1 counter 0 and Fh CTSL1 inh 2.
Screening CCCC1S/C(=N/N=C/c2ccc(C)cc2)N(Cc2ccc(OC)cc2)C1=O (stereo unspecified) returned proCasp3 act -5, procasp7 counter -12, TPT1 inh 1, PP5 inh 3.2, HCV core dimer 1, JMJD2C inh 10, Efflux pump inh -0.1, PP1 counter 0 and Fh CTSL1 inh 0.
Screening COc1ccc(CN2CCN(c3ccc(F)cc3)CC2)c(OC)c1OC returned proCasp3 act -1, procasp7 counter 3, TPT1 inh 1, PP5 inh 1.8, HCV core dimer -7, JMJD2C inh -11, Efflux pump inh 0.1, PP1 counter -1 and Fh CTSL1 inh -3.
CC(SCC(=O)Nc1ccccc1Br)c1nc2ccccc2c(=O)[nH]1 (stereo unspecified) was read as proCasp3 act 2, procasp7 counter 3, JMJD2C inh 6 and Efflux pump inh -0.1.
For O=C1Nc2ccccc2C1(O)Cc1ccccn1 (stereo unspecified) the results were proCasp3 act -5, procasp7 counter -2, TPT1 inh -4, PP5 inh -0.1, HCV core dimer 1, JMJD2C inh 2, Efflux pump inh 0.0, PP1 counter -1 and Fh CTSL1 inh -4.

Screening data as filed in PubChem.
